# Screening data from PubChem.
# Measles CPE = protection of cells from measles virus; actives 1.5% (n = 140,000); Measles virus-infected cells, CPE protection, absorbance; protection (pct of control), % at 4 µM; in the data active = protection mostly above about 24%, no sharp cut-off; inactive = mostly below about 26%; also: some compounds called inactive have numbers as strong as hits
# NPY-Y2 antag = blocks the human neuropeptide Y Y2 receptor | NPY-Y2 expressing cells, antagonist mode | P49146 | AID 793 | inhibition, % at 2.7 µM | actives 0.99% (n = 140,000); in the data active = inhibition above about 17%;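 also: 0% = vehicle with agonist challenge and 100% = reference antagonist with challenge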
# Target sequence (P49146 whole entry, looked up): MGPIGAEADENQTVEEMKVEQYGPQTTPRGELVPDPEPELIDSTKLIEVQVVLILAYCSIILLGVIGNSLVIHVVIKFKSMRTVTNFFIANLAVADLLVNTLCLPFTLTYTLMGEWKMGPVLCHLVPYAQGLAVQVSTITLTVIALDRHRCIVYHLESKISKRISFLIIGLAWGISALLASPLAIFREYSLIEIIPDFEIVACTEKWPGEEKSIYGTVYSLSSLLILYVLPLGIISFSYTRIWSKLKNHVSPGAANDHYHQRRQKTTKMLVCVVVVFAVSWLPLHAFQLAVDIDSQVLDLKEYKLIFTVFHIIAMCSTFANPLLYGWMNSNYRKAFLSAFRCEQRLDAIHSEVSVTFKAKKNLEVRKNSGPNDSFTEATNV
# Phagocyt inh = macrophage phagocytosis inhibition | J774A.1 macrophage IgG-bead phagocytosis, imaging | inhibition, % at 5 µM | actives 0.07% (n = 110,000) | AID 1029;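 active = inhibition above the mean of the plate negative controls plus 5 SD, cut at about 13% in these data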;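 also: phagocytic index as fraction of beads internalized from green versus red external bead signal; plate controls were DMSO negative control for no effect and cytochalasin-D positive control for full effect; some results beyond the cut were filed as inactive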
# MRP-1 activ = MRP-1 activation; AID 799; actives 0.61% (n = 140,000); viability increase, % at 10 µM; H69AR cells + doxorubicin, viability rescue, CellTiter-Glo;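 active = viability gain under doxorubicin at or above a set limit, the compound median plus 3 SD, cut at about 4.7% in these data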;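 also: MRP-1 overexpressing cells given doxorubicin 25 µM after compound pretreatment; 18-22 h compound pretreatment then 72 h with doxorubicin before readout; 0% = doxorubicin-only wells and 100% = vehicle-treated cells without doxorubicin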
# HCT116 bCat-KO = beta-catenin-lacking colon tumor cell growth suppression; HCT116 beta-catenin knockout viability, CellTiter-Glo, 60 h; stronger effect = lower value; viability, % at 10 µM; actives 1.5% (n = 140,000); AID 818;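 active = viability at or under a set limit, the compound median less 4 SD, cut at about 6% in these data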;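 also: 0% = Hyamine 1622 control at 20 µM and 100% = untreated cell control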
# Yeast lifespan up = yeast lifespan extension. actives 0.68% (n = 130,000). S. cerevisiae growth with nicotinamide, OD615; deaD strain in restrictive glucose medium. inhibition of the nicotinamide effect, % at 10 µM;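 active = inhibition above a set limit, placed 3 SD over the median of all compounds, cut at about 26% in these data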;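 also: 0% = nicotinamide-treated wells and 100% = cells grown without nicotinamide; some compounds called inactive have numbers as strong as hits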
#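 assay system = DeaD-strain S. cerevisiae | measured by = absorbance at 615 nm | probe or stimulus = nicotinamide 1.5 mM | buffer or medium = CSMM-D glucose medium, restrictive | times = 48 h at 30 °C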
# HCT116 PTEN-null = PTEN-deleted cell growth suppression | viability, % at 10 µM | actives 1.2% (n = 140,000) | HCT116 PTEN-null viability, CellTiter-Glo, 60 h; stronger effect = lower value | AID 827;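 active = viability at or below a set limit, 4 SD under the median of all tested compounds, cut at about 3.7% in these data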;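 also: PTEN knockout HCT116 line with beta catenin targeted HCT116 as companion control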
# BB579 growth dn = yeast BB579 growth reduction in restrictive medium. AID 804. S. cerevisiae BB579 growth, OD615, 48 h. inhibition, % at 10 µM. actives 0.51% (n = 140,000);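 active = inhibition above a set limit, 3 SD over the mean compound inhibition, cut at about 44% in these data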; also: inactives centre near -24
#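 System: Saccharomyces cerevisiae DeaD strain BB579, replicative lifespan model yeast | Buffer or medium: Restrictive glucose-based CSMM-D medium | Times: 4 h preincubation and 48 h exposure at 30 °C | Detection: OD615 turbidity measurement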
# E-sel TNF inh = TNF alpha driven E-selectin expression inhibition; actives 0.71% (n = 120,000); HUVEC TNFa-induced E-selectin immunofluorescence, high content; inhibition, % at 2 µM;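 active = inhibition above the batch mean plus 3 SD, and confirmed as a hit on visual image review, cut at about 43% in these data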;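 also: 0% = TNF-stimulated DMSO wells and 100% = unstimulated control wells; not every result past the cut was called active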
# GALR2 antag = blocks the human galanin receptor 2 | O43603 | actives 0.39% (n = 140,000) | GALR2-expressing cells, antagonist mode | inhibition, % at 4 µM; in the data active = inhibition above about 27%;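 also: cells stimulated with galanin 1-16 at roughly its EC80; 0% = agonist challenge control and 100% = basal control without agonist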
# Target sequence (O43603 whole entry, looked up): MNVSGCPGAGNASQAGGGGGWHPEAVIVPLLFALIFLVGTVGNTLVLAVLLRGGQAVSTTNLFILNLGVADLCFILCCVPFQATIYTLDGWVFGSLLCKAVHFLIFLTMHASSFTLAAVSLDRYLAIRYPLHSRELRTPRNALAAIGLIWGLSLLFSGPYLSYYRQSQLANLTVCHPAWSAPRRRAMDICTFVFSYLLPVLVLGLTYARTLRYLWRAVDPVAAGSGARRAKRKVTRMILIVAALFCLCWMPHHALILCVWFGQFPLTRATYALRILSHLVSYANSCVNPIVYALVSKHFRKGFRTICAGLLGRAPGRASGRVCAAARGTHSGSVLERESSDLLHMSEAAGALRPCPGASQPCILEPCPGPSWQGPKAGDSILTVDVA
# Active calls of the source: *; . = not tested or not shown.
# Sequence of screens – Yeast lifespan up	Measles CPE	BB579 growth dn	HCT116 bCat-KO	NPY-Y2 antag	HCT116 PTEN-null	E-sel TNF inh	MRP-1 activ	Phagocyt inh	GALR2 antag
CNC(=O)C(=O)NCCc1ccc(Cl)cc1
→ -31	14	12	83	0	94	-14	-0.9	0	14
COc1ccc(OC)c(C2NC(=O)NC(C)=C2C(=O)Nc2ccc(C)cc2C)c1 (centres undefined)
→ -1	23	-5	95	4	100	.	-0.1	2	-4
O=C(c1ccc2ncsc2c1)N1CCN(c2ccc(O)cc2)CC1
→ -21	17	-7	96	0	85	-26	-4.3	-2	3
c1nc(N2CCCCC2)c2[nH]cnc2n1
→ -8	4	20	95	4	87	-17	-3.7	0	8
CCc1ccc(C(=O)COC(=O)c2cccc(N3C(=O)c4c(C)nc5ccccc5c4C3=O)c2)cc1
→ -17	31	-38	95	-2	90	-56	-1.9	-4	2
Cc1cccc2nc(CSc3nnnn3-c3ccccc3)cn12
→ -1	23	-38	99	3	116	.	-0.6	2	3
O=C(NCCN1CCOCC1)N1CCOCC1
→ -13	14	-28	94	0	99	-6	-1.9	-2	2
COc1ccc(/C=N/n2c(=S)n(C)c3ccccc32)cc1OC
→ -12	8	-38	91	7	89	25	-2.1	-2	-15
O=C(Nc1c(F)c(F)c(F)c(F)c1F)NC1CCCCC1
→ -12	6	-25	93	6	82	18	-1.3	-1	-8
CC1(C)Cc2c(C#N)c(N3CCCC3)nc(-c3ccco3)c2CO1
→ -4	0	-68	86	0	87	.	-3.7	0	-9
COc1coc(/C=C/C(=O)O)cc1=O
→ 6	2	-16	91	0	98	8	1.3	-4	11
CCN(CC)S(=O)(=O)c1ccc(OC)nc1
→ -7	5	-25	96	-1	105	-51	-1.8	-2	6
Cc1csc(SCc2nc3sc4c(c3c(=O)[nH]2)CCC4)n1
→ -1	13	-41	93	0	94	-17	-1.0	.	-7
COc1ccc(C2c3c(oc4ccccc4c3=O)C(=O)N2Cc2ccncc2)cc1 (centres undefined)
→ -14	14	-18	93	-1	83	-36	-1.0	-4	2
CC(C)n1c(O)c(/C=C2\C=Nc3ccccc32)sc1=Nc1ccccc1
→ -9	30	-35	92	2	88	-12	-0.9	.	2
C=CCn1c(SCC(=O)O)nnc1-c1ccccc1
→ .	7	3	95	3	98	-22	-2.4	.	7
O=C(c1ccc(Cl)cc1)c1nnc(-c2ccncc2)o1
→ 1	4	-43	102	1	95	-4	0.9	0	0
O=C(/C=C/c1cc([N+](=O)[O-])ccc1OC(F)F)Nc1cccc(OC(F)F)c1
→ -3	7	-22	92	0	98	2	2.1	-2	19
O=C(O)CCc1ccc(-c2ccccc2)n1CC1CCCO1 (centres undefined)
→ 7	16	-6	91	3	97	-30	-0.4	-1	0
CCCCc1ccc(C2C3=C(CC(C)(C)CC3=O)NC3=C2C(=O)c2ccccc23)cc1 (centres undefined)
→ 22	36	-41	37	-6	24	.	-1.6	-7	3

# Limited to HCT116 bCat-KO, NPY-Y2 antag and E-sel TNF inh (2 entries from above):
compound	HCT116 bCat-KO	NPY-Y2 antag	E-sel TNF inh
COc1coc(/C=C/C(=O)O)cc1=O	91	0	8
O=C(O)CCc1ccc(-c2ccccc2)n1CC1CCCO1 (centres undefined)	91	3	-30

# (listing goes on)
# Sequence of screens – Yeast lifespan up	Measles CPE	BB579 growth dn	HCT116 bCat-KO	NPY-Y2 antag	HCT116 PTEN-null	E-sel TNF inh	MRP-1 activ	Phagocyt inh	GALR2 antag
Cn1c(N)c(C#N)c(C#N)c1-c1ccccc1
→ .	10	.	.	0	.	-10	.	.	9
Cc1c(N2C(=O)C(C)SC23C(=O)Nc2ccccc23)c(=O)n(-c2ccccc2)n1C (centres undefined)
→ -10	5	-39	101	-1	106	-33	0.2	0	-2
C/C(=C\C(=O)c1ccccc1)Nc1ccc2c(c1)OCO2
→ -8	30*	-1	99	3	92	.	3.7	-7	7
COc1ccc(C2NCCn3cccc32)cc1 (centres undefined)
→ .	28	-30	93	1	95	13	-1.8	.	6
CN(CCC#N)C(=O)COC(=O)c1c2c(nc3ccccc13)/C(=C/c1ccco1)CC2
→ -3	.	-34	70	0	60	.	-3.1	0	16
COc1ccc(C(=O)C[n+]2ccccc2C)cc1
→ 7	3	-35	93	1	91	.	0.5	-4	-3
COC(=O)Cc1ccc(NC(=S)N2CCN(c3ccc(OC)cc3)CC2)cc1
→ -6	34*	14	103	2	109	0	0.1	-5	-17
COc1cc(Cl)c(C)cc1NC(=O)CCCN1C(=O)CCC1=O
→ -6	1	-39	91	0	99	1	-0.8	-1	-12
CCCNC(=S)N1CCC(NC(=O)C2CCCCC2)CC1
→ -15	6	-20	115	0	104	5	-0.6	.	14
Oc1ccccc1/C=N/Nc1nccnc1Cl
→ -5	9	34	9	1	6	-3	-0.9	0	19
COc1cccc2cc(C(=O)N(Cc3ccccc3)CC3CCCO3)c(=O)oc12 (centres undefined)
→ .	25	-44	78	-1	87	15	-2.2	.	-8
Cc1nnc(NC(=O)c2ccco2)s1
→ -9	12	-8	90	4	91	.	5.6*	0	11
CCCCCCCCCC(=O)OCC(O)CO (centres undefined)
→ 10	34	10	83	9	97	.	-1.1	.	-3
CCCC(C)C(=O)Nc1ccc(NC(C)=O)cc1 (centres undefined)
→ -2	3	-7	96	3	98	2	1.6	0	-3
Cc1ccccc1NC(=O)CCCSc1nc2ccccc2s1
→ -2	4	-22	97	9	84	.	-3.0	-3	-8
CCn1c(N)c(C(=O)NC2CCCCC2)sc1=S
→ .	15	-35	97	0	100	11	0.2	.	6
COc1cccc(-c2nc(-c3ccc(NC(=O)c4ccncc4)cc3)no2)c1
→ -14	38	-39	72	0	84	20	2.8	0	-5
CC1CN(C(=O)COc2ncnc3ccccc23)CC(C)O1 (centres undefined)
→ -3	26	-29	106	0	102	-21	-1.0	-6	-4
Cc1ccc(C(=O)c2coc3ccc(O)c(Cl)c23)cc1
→ -9	6	-4	83	1	88	-4	-2.9	-1	10
CC(C)n1c(-c2ccco2)csc1=Nc1cccnc1
→ 11	9	-69	58	14	69	.	-1.3	-1	-2
COc1cc(OC)cc(C(=O)NCc2cccnc2)c1
→ -10	8	-62	101	2	96	16	-0.4	1	-5
Cc1ccc(S(=O)(=O)NCc2ccncc2)cc1
→ 6	11	-25	33	6	44	8	1.1	0	31*
N#C/C(=C(\O)Cc1ccccc1)c1nc2ccccc2[nH]1
→ -3	1	-37	7	2	7	3	-3.2	-2	-10
CC(=O)c1cc2c(cc1NS(=O)(=O)c1ccc3c(c1)OCCO3)OCO2
→ -12	11	-8	82	1	88	10	-1.5	1	7
Cc1nccn1CC(O)COC1CCCCC1 (centres undefined)
→ 4	18	-35	104	2	114	6	0.2	-2	1
O=C(Nc1cccc(Cl)c1)N1CCN(Cc2ccccc2)CC1
→ -7	10	-55	100	1	95	.	-1.2	-1	-2
CCOC(=O)CCCNc1ccc([N+](=O)[O-])cc1[N+](=O)[O-]
→ -4	10	-8	93	-1	93	.	-0.4	.	-12
CCC1Oc2ccccc2N(CC(=O)NCCc2ccc(OC)c(OC)c2)C1=O (centres undefined)
→ .	4	-4	78	4	86	5	-2.5	.	4
Cc1ccccc1C(=O)N1CCN(c2ccc([N+](=O)[O-])c(NCc3ccco3)c2)CC1
→ -5	23	-19	76	5	70	-34	-1.6	0	-13
CC(C)c1[nH]nc2c1C(c1cccnc1)C(C#N)=C(N)O2 (centres undefined)
→ -6	44*	-49	108	1	108	2	0.5	1	-6
CC(C)n1c(N2CCN(C(=O)N3CCCCC3)CC2)nc2ccccc21
→ -7	4	-9	92	-2	87	-3	1.0	-2	-5
c1ccc(Cc2nnc3n2CCCCC3)cc1
→ -10	15	0	87	1	88	10	0.8	.	11
CCc1cc2c(=O)n(C(C)C(=O)OC3CCCCC3)cnc2s1 (centres undefined)
→ 25	14	-49	89	1	92	-19	0.1	0	0
COc1ccc(-c2nnn(CC(=O)OC3CCCCC3)n2)cc1OC
→ -8	4	-43	87	7	93	.	1.2	0	-6
O=C(CSc1nc2ccccc2[nH]1)NCCCn1ccnc1
→ -2	5	-25	90	0	91	-16	-0.9	1	22
CN(C)c1cccc(C(=O)Nc2cccc(F)c2)c1
→ -14	9	5	72	1	73	21	-0.7	0	14
CC(=O)C(/C=N/c1cc(-c2ccc(C)cc2)nn1-c1ccccc1)=C(\C)O
→ -5	3	-22	85	2	83	26	-0.5	7	-7
Cc1c(C)n(C)c2ccc(C(=O)Nc3cccc4ccccc34)cc12
→ -12	6	-31	89	3	73	34	-3.1	.	13
Cc1ccc(N2C(=O)CC(N3CCN(C)CC3)C2=O)cc1 (centres undefined)
→ .	3	-11	85	0	100	9	-1.4	.	9
CCN1CCN(CC(=O)Nc2cccc(C)c2C)C(=O)C1=O
→ 0	10	-21	93	1	97	0	2.2	0	-3
COc1cccc(C2C(C#N)=C(N)Oc3cc(C)n(Cc4ccccn4)c(=O)c32)c1OC (centres undefined)
→ -5	4	-40	81	1	91	14	-0.8	1	4
O=C(Cc1n[nH]c(=O)c2ccccc12)OCC(=O)c1ccc2c(c1)OCCO2
→ -1	7	2	16	6	15	-12	-4.1	-1	-4
C/C(CC(=O)Nc1ccc(F)cc1)=N\NC(=O)COc1ccccc1
→ -6	6	5	94	0	104	24	1.8	-6	-68
CCOc1[nH]n(-c2ccc(Cl)cc2)c(=O)c1C=Nc1ccc(Cl)cc1
→ -18	19	-49	89	-1	89	7	-0.2	.	-7
COc1cccc(CN2CCNC(=O)C2CC(=O)O)c1OC (centres undefined)
→ -10	14	-7	98	0	101	5	0.6	.	-4
CCc1c(O)nc(SCC(=O)Nc2ccccc2)n(-c2ccccc2)c1=O
→ -5	4	-5	95	2	103	.	-1.1	-1	-7
COc1ccc(C2C(C(=O)Nc3cccc(C)n3)CCC(=O)N2c2ccc(OC)cc2)cc1 (centres undefined)
→ 3	34	-39	75	1	115	-54	13*	2	5
CCOc1ccc2nc(C)cc(Nc3cccc([N+](=O)[O-])c3)c2c1
→ 1	2	-25	1.5*	2	1.5*	-10	-5.1	-9	7
O=C(Nc1cc(Cl)ccn1)C1CCN(S(=O)(=O)c2cccs2)CC1
→ -16	7	-14	65	0	63	-11	-0.7	-2	4
Cc1ccc(S(=O)(=O)NNC(=O)CCC(=O)Nc2ccc(C)c(C)c2)cc1
→ -11	25	-15	95	4	96	5	-3.0	.	-5

# Further structures.
# Sequence of screens – Yeast lifespan up	Measles CPE	BB579 growth dn	HCT116 bCat-KO	NPY-Y2 antag	HCT116 PTEN-null	E-sel TNF inh	MRP-1 activ	Phagocyt inh	GALR2 antag
CC1CCc2c(C(=O)NCc3ccccn3)csc2C1 (centres undefined)
→ 10	18	13	93	2	105	-47	1.4	2	-2
COc1ccc(C)cc1S(=O)(=O)N(CC(=O)Nc1cccc([N+](=O)[O-])c1)c1ccccc1
→ -2	7	2	89	-1	83	24	-0.9	-8	-2
CCn1c(SCC(=O)Nc2ccccc2F)nc2c(c1=O)SC(C)C2 (centres undefined)
→ -6	10	-16	97	4	88	-3	-1.8	.	14
O=C(CN(Cc1ccco1)C(=O)CCC(=O)Nc1ccccn1)NCCc1ccccc1
→ -1	15	-39	86	4	101	-7	-3.1	.	3
O=C(Nc1ccc(Br)cc1)N1CCCCCCC1
→ -2	32	-25	93	0	100	10	0.1	0	15
